Assay outcomes from PubChem.
PAFAH1B2 FP inh = PAFAH1B2 (human) inhibition. recombinant PAFAH1B2, FP-rhodamine activity probe, fluorescence polarization. inhibition, % at 3.39 µM. actives 1.2% (n = 340,000). AID 492953;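 active = inhibition above the mean of all tested compounds plus 3 SD, cut at about 24% in these data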;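 note: 0% = enzyme with DMSO and 100% = wells lacking PAFAH1B2; many of its hits are not listed in these tables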
PAD4 inh = blocks human protein arginine deiminase 4. Q9UM07. recombinant PAD4, RCA probe fluorescence polarization. inhibition, % at 6.36 µM. actives 0.41% (n = 330,000). AID 485272;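 active = percent inhibition above a cutoff equal to the mean of all tested compounds plus 3 SD, cut at about 15% in these data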;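 note: 0% = PAD4 with RCA probe and DMSO and 100% = probe without PAD4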
LYPLA2 counter = LYPLA2 (human) inhibition in PME1 counter-screen | inhibition, % at 5.9 µM | recombinant LYPLA2, FP-Rh probe fluorescence polarization | O95372 | actives 0.38% (n = 320,000);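 active = inhibition above the screen-wide mean plus 3 SD, limit set per campaign, cut at about 26% in these data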;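 note: 0% = LYPLA2 with DMSO and 100% = wells lacking LYPLA2 enzyme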
PME-1 primary = blocks human protein phosphatase methylesterase 1 | Q9Y570 | recombinant PME-1, FP-Rh probe fluorescence polarization | inhibition, % at 5.9 µM | actives 0.53% (n = 320,000);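 active = inhibition above the campaign mean of all compounds plus 3 SD, cut at about 26% in these data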;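 note: competitive labeling of PME-1 active site by serine hydrolase directed probe; 0% = PME-1 with DMSO and 100% = wells lacking PME-1 enzyme; inhibitors block probe labeling so polarization falls and inhibition rises; many of its hits are not listed in these tables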
PREPL inhibitor = human PREPL enzyme inhibition; Q4J6C6; recombinant PREPL, fluorescence polarization activity-based probe; inhibition, % at 5.96 µM; actives 0.68% (n = 320,000); AID 2751; in the data active = inhibition above about 43%;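 note: 0% = enzyme with DMSO and 100% = wells lacking enzyme; many of its hits are not listed in these tables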
pPAFAH FP inh = pPAFAH (human) enzyme inhibition; Q13093; inhibition, % at 3.39 µM; actives 1.5% (n = 330,000); recombinant pPAFAH, FP-rhodamine probe fluorescence polarization;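 active = inhibition above the mean inhibition across the screen plus 3 SD, cut at about 25% in these data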;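 note: inhibitors block binding of the rhodamine activity-based probe so polarization drops; 0% = enzyme with DMSO and 100% = wells lacking pPAFAH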
Target sequence (Q13093 whole entry, looked up): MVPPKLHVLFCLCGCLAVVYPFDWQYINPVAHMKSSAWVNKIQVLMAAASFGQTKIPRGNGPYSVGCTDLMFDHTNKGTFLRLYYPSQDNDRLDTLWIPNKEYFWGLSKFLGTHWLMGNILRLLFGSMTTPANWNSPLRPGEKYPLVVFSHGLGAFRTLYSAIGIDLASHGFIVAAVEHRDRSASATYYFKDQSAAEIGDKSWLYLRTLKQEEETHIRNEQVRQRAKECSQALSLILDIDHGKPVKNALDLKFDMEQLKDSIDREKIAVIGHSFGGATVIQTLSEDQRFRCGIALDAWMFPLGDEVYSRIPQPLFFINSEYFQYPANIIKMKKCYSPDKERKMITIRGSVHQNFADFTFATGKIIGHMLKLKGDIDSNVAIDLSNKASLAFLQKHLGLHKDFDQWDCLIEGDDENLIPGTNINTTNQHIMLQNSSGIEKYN
PAFAH1B3 FP inh = blocks human PAF acetylhydrolase 1B catalytic subunit 3. inhibition, % at 3.39 µM. recombinant PAFAH1B3, FP-rhodamine probe, fluorescence polarization. actives 0.28% (n = 340,000);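 active = inhibition above the screen-wide average of all tested compounds plus 3 SD, cut at about 25% in these data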;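 note: 0% = enzyme with DMSO only and 100% = wells lacking PAFAH1B3 protein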
LYPLA1 counter = counter-screen for PME1 inhibitors: inhibitors of human LYPLA1. O75608. actives 0.16% (n = 320,000). inhibition, % at 5.9 µM. recombinant LYPLA1, FP-Rh probe fluorescence polarization;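 active = inhibition above the mean of all tested compounds plus 3 SD, set per campaign, cut at about 14% in these data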;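 note: inhibitors block serine hydrolase probe labeling of LYPLA1 so polarization falls; 0% = enzyme with DMSO and 100% = wells lacking LYPLA1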
GSTO1 inh = blocks human GSTO1 in RBBP9 counter-screen; inhibition, % at 5.96 µM; actives 1.1% (n = 300,000); recombinant GSTO1, activity-based probe fluorescence polarization;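 active = inhibition above the campaign mean inhibition plus 3 SD, cut at about 35% in these data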;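 note: 0% = GSTO1-1 with DMSO and 100% = wells lacking GSTO1-1 enzyme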
Target sequence (P78417 whole entry, looked up): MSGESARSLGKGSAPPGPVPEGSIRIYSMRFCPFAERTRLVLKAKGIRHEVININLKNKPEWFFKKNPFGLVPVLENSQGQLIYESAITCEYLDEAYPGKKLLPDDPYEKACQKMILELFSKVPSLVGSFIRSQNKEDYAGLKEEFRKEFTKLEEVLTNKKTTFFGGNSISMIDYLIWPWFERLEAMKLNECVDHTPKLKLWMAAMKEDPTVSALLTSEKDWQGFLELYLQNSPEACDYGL
* = called active by the depositor; . = not tested or not shown.

item	Molecule	PAFAH1B2 FP inh	PAD4 inh	LYPLA2 counter	PME-1 primary	PREPL inhibitor	pPAFAH FP inh	PAFAH1B3 FP inh	LYPLA1 counter	GSTO1 inh
1	CC(=O)N1c2ccc(S(=O)(=O)NCC3CCC(C(=O)NC4CCCCC4C)CC3)cc2CC1C (stereo unspecified)	2.6	-0.9	-3.0	-5.5	-0.7	1.0	4.0	-0.6	-5.7
2	O=C(Nc1ccccc1)C1CCCN(C(=O)c2ccc(F)cc2)C1 (stereo unspecified)	3.0	6.2	-0.4	-6.8	-1.4	-2.7	0.4	0.1	.
3	CCOc1ccc(CCNC(=O)CCNC(=O)c2ccccc2Cl)cc1OCC	6.1	0.3	11.8	-0.6	3.2	0.4	10.5	5.5	-9.3
4	COc1cc(OC)cc(C(=O)OCC(=O)Nc2ccc3[nH]c(=O)[nH]c3c2)c1	-1.9	3.0	2.5	-5.1	13.1	3.0	6.4	3.0	-4.6
5	NC(=O)NC[C@@H]1CC[C@@H](Cc2ccc(-c3ccccc3)cc2)O1	-0.3	-6.0	.	.	.	4.0	2.7	.	.
6	O=C(Nc1ccc2c(c1)OCCO2)c1cccc2nc3ccccc3nc12	1.2	-5.4	1.3	8.9	48.8*	7.8	3.6	-0.9	16.6
7	CCOC(=O)c1ccc(NC(=O)COc2ccc(S(=O)(=O)NC(C)CC)cc2)cc1 (stereo unspecified)	-0.5	-2.7	8.2	-12.0	-14.6	10.4	-1.3	-4.2	-0.9
8	CC(=O)Nc1ccc(NS(=O)(=O)c2ccc3c(c2)oc(=O)n3C)cc1	3.4	-8.4	-0.1	1.6	7.3	5.2	2.5	-1.0	13.0
9	O=Cc1ccc(OC(=O)c2cc(Cl)nc3ccccc23)cc1	3.6	-1.9	3.7	-5.7	8.8	-1.7	3.0	2.6	-1.9
10	CC1(C)CC2CC(C)(CN2C(=O)NC(=O)c2ccccc2)C1 (stereo unspecified)	4.1	-0.7	-2.6	1.6	1.2	5.9	5.4	-4.5	0.9
11	CCOC(=O)N1CCN(c2cc(=O)n(C)c(=O)n2C)CC1	.	3.2	6.2	0.3	-2.0	3.0	.	2.3	1.5
12	CCC(=O)N1CCc2cc(Br)cc(S(=O)(=O)N3CCCCCC3)c21	-2.1	-0.8	0.7	-3.3	4.3	-6.8	-2.2	-2.8	-6.4
13	CC(C)CCN(C)C1CCN(C(=O)Nc2c(F)cccc2F)CC1	2.1	1.0	-0.1	-1.5	2.6	-0.2	4.4	-2.1	0.9
14	COc1ccc(-n2ccnc(SCC(=O)NC3CCCC3)c2=O)cc1OC	0.2	-4.7	-1.0	-0.7	-5.5	3.4	7.6	-0.9	3.2
15	COC(=O)c1ccc2c(=O)n(Cc3ccc(C(=O)NCCCN4CCC(C)CC4)cc3)c(=S)[nH]c2c1	-3.9	-4.5	-4.3	-7.3	5.9	4.0	-1.4	-4.1	0.6

Reprinted from above (four entries):
item	Molecule	PAFAH1B2 FP inh	PAD4 inh	LYPLA2 counter	PME-1 primary	PREPL inhibitor	pPAFAH FP inh	PAFAH1B3 FP inh	LYPLA1 counter	GSTO1 inh
10	CC1(C)CC2CC(C)(CN2C(=O)NC(=O)c2ccccc2)C1 (stereo unspecified)	4.1	-0.7	-2.6	1.6	1.2	5.9	5.4	-4.5	0.9
11	CCOC(=O)N1CCN(c2cc(=O)n(C)c(=O)n2C)CC1	.	3.2	6.2	0.3	-2.0	3.0	.	2.3	1.5
12	CCC(=O)N1CCc2cc(Br)cc(S(=O)(=O)N3CCCCCC3)c21	-2.1	-0.8	0.7	-3.3	4.3	-6.8	-2.2	-2.8	-6.4
13	CC(C)CCN(C)C1CCN(C(=O)Nc2c(F)cccc2F)CC1	2.1	1.0	-0.1	-1.5	2.6	-0.2	4.4	-2.1	0.9

The main list resumes, repeating the two entries before the break.
item	Molecule	PAFAH1B2 FP inh	PAD4 inh	LYPLA2 counter	PME-1 primary	PREPL inhibitor	pPAFAH FP inh	PAFAH1B3 FP inh	LYPLA1 counter	GSTO1 inh
14	COc1ccc(-n2ccnc(SCC(=O)NC3CCCC3)c2=O)cc1OC	0.2	-4.7	-1.0	-0.7	-5.5	3.4	7.6	-0.9	3.2
15	COC(=O)c1ccc2c(=O)n(Cc3ccc(C(=O)NCCCN4CCC(C)CC4)cc3)c(=S)[nH]c2c1	-3.9	-4.5	-4.3	-7.3	5.9	4.0	-1.4	-4.1	0.6
16	O=C(NC1CCCc2ccccc21)c1cccc(Br)c1 (stereo unspecified)	4.2	-1.0	6.4	-2.2	3.8	2.5	3.0	1.8	-3.4
17	Oc1ccc(CCNc2ncnc3ccc(Cl)cc23)cc1	-3.8	-14.4	0.9	-6.0	-7.2	-6.9	12.2	1.6	-5.9
18	Cc1ccn(-c2ccc(NC(=O)c3cccs3)cc2)n1	8.4	-3.4	1.2	-3.8	4.0	-0.9	2.7	-4.1	0.9
19	c1ccc(Nc2ncnc3sc4c(c23)CCC4)cc1	4.3	3.0	2.4	5.9	2.7	1.5	16.2	1.2	0.9
20	CC(=O)N1CCc2c(sc(NC(=O)Cc3ccc(F)cc3)c2C#N)C1	3.4	-0.8	4.1	0.8	14.1	0.9	8.2	2.2	-3.9
21	COc1cc(N(C(=O)Cc2cccs2)C(C(=O)NC2CCCCC2)c2ccc(C)cc2)ccc1-n1cnnn1 (stereo unspecified)	-1.1	1.0	-2.7	-5.1	9.6	1.8	-3.6	-1.4	4.2
22	Cc1cccc(NC(=O)NCCN2CCCCC2)c1	-1.7	0.9	3.6	-4.0	4.7	0.3	6.5	-2.9	11.4
23	COc1ccccc1NC(=O)c1ccc(NC(=O)CSc2n[nH]c(N)n2)cc1	0.5	-2.6	5.0	-1.3	5.0	3.4	0.8	-2.1	-1.1
24	O=C(OCCN1CCN(c2ncc(C(F)(F)F)cc2Cl)CC1)c1ccc(F)cc1	2.8	-0.1	5.4	-1.8	-5.7	1.9	6.3	6.8	16.8
25	COc1ccc(OC)c(COC(=O)c2cc([N+](=O)[O-])ccc2N2CCOCC2)c1	-1.5	-2.5	6.8	8.4	12.8	-0.4	8.9	3.6	.
26	COc1ccc(OCCCC(=O)Nc2cccc(SC)c2)cc1	-0.8	-4.2	4.2	-5.6	-3.0	2.7	5.9	-5.9	9.0
27	c1ccc(CN2CCN(CCCNc3ccc4nnc(-c5ccccc5)n4n3)CC2)cc1	0.6	4.9	38.5*	2.8	-30.1	1.2	0.1	36.0*	2.2
28	CN(C(=O)CN1C(=O)NC(C)(c2cccc(Br)c2)C1=O)C1CCCCC1 (stereo unspecified)	13.8	3.6	3.5	-0.4	2.2	1.8	7.2	4.4	.
29	Oc1ccc(CNc2ccccc2)c2cccnc12	4.3	-4.6	6.2	-2.9	6.0	3.6	26.0*	0.6	7.9

Shown in transposed form: entries from further up.
(25) COc1ccc(OC)c(COC(=O)c2cc([N+](=O)[O-])ccc2N2CCOCC2)c1
(26) COc1ccc(OCCCC(=O)Nc2cccc(SC)c2)cc1
(27) c1ccc(CN2CCN(CCCNc3ccc4nnc(-c5ccccc5)n4n3)CC2)cc1
(28) CN(C(=O)CN1C(=O)NC(C)(c2cccc(Br)c2)C1=O)C1CCCCC1 (stereo unspecified)

compound no.	25	26	27	28
PAFAH1B2 FP inh	-1.5	-0.8	0.6	13.8
PAD4 inh	-2.5	-4.2	4.9	3.6
LYPLA2 counter	6.8	4.2	38.5*	3.5
PME-1 primary	8.4	-5.6	2.8	-0.4
PREPL inhibitor	12.8	-3.0	-30.1	2.2
pPAFAH FP inh	-0.4	2.7	1.2	1.8
PAFAH1B3 FP inh	8.9	5.9	0.1	7.2
LYPLA1 counter	3.6	-5.9	36.0*	4.4
GSTO1 inh	.	9.0	2.2	.

Single entries from the entries so far:
compound 18 in PAFAH1B2 FP inh = 8.4
compound 21 in PAFAH1B3 FP inh = -3.6

An excerpt, so the mix of outcomes need not match the whole.
